# RGS4 block: human RGS4 inhibition. AID 463165. B-score at 10 µM. HEK293 M3R/RGS4 inducible, Fluo-4 calcium flux; active compounds read high; triggered by carbachol at its EC20. 0.45% of 310,000 active;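 active = B-score, a plate-corrected calcium signal, over three deviations above library mean, with baseline fluorescence within five deviations of library mean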;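 also: RGS4 expression induced by doxycycline in cells with stable M3 receptor; B-score is computed from the integrated fluorescence ratio over baseline after carbachol; higher B-score means a larger calcium signal and so more RGS4 inhibition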
# Target sequence (P49798 whole entry, looked up): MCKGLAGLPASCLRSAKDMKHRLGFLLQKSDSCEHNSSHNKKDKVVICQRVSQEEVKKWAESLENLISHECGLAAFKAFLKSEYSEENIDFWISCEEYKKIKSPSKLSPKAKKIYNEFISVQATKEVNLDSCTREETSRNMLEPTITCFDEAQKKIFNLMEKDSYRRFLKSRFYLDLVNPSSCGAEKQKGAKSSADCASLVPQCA
# RGS4 act: RGS4 potentiation or activation; HEK293 M3R/inducible RGS4, carbachol calcium flux Fluo4; active compounds read low; B-score at 10 µM; 0.92% of 310,000 active; AID 463111;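 active = B-score of the integrated calcium signal more than 4 SD below the library mean, with starting fluorescence not abnormally high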;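 also: negative B-score means reduced calcium response which marks RGS4 activation or potentiation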
#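 Material: M3R-expressing HEK293 line, RGS4 induced by doxycycline | Schedule: Overnight RGS4 induction, 30 min dye load 37 °C, 20 min compound RT | Measured by: Fluo4 fluorescence kinetic imaging of calcium | Read-out: Integrated calcium ratio converted to B score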
# TRPC6 inh: inhibitors of mouse TRPC6 channel; Q61143; HEK293-TRPC6, membrane potential dye, ACh-evoked depolarization; active compounds read low; B-score at 10 µM; 1.1% of 310,000 active; AID 2553;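 active = B-score under library mean minus 3 SD, initial fluorescence not abnormally high, positive integrated signal ratio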;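 also: B-score derived from integrated fluorescence ratio over the kinetic read; more negative B-score means stronger inhibition of depolarization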
# HIF activator: HIF pathway transcriptional activation; U2OS HRE-luciferase reporter, luminescence; normalized: DMSO 0%, desferrioxamine 100%; activation, % at 7.5 µM (by protocol); 0.32% of 300,000 active; AID 1910;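 active = mean activation of at least 10% of the iron chelator positive control signal, with at least half of replicates also reaching 10%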
# Platelet DG rel: modulates dense granule release in human platelets | human platelet-rich plasma, SFLLRN dense granule ATP release, luminescence | inhibition, %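 (compounds screened at 7.5 µM in platelet-rich plasma)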 | 0.22% of 300,000 active | AID 1663;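 active = mean replicate score, as percent of positive control, at or above 50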
# SKKanGAS inh: blocks kanamycin growth of S. pyogenes SKKanGAS strain; 1.3% of 300,000 active; BacTiter-Glo, 6 h; inhibition, % at 7.5 µM;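 active = mean replicate score, as percent of positive control median, at least 50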;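 also: strain carries kanamycin resistance gene driven by streptokinase promoter and grows in 40 µg/ml kanamycin; loss of luminescence reflects streptokinase promoter inhibition or plain growth inhibition; 0% = median of DMSO wells and 100% = positive control at its reference dose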
# MrgX1 ag: human MrgX1 receptor agonism, primary screen; Q96LB2; MrgX1-HEK293 cells, Fluo-4 calcium fluorescence, agonist mode; active compounds read high; B-score at 10 µM; 0.44% of 310,000 active;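 active = calcium response B-score plate-corrected fluorescence ratio at least 3 library SD, with starting fluorescence B-score inside 5 SD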
# Target sequence (Q96LB2 whole entry, looked up): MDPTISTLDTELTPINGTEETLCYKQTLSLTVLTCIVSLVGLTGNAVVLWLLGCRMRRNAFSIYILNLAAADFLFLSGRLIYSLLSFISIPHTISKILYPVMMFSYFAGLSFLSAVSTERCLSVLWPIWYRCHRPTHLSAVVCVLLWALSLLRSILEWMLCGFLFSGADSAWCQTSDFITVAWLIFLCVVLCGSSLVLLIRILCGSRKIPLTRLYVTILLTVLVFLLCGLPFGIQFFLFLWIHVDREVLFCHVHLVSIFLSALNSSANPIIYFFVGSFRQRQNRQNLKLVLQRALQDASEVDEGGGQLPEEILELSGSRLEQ
#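 times = overnight plating, then 30 min 37 °C plus 30 min room-temperature dye loading | assay system = stable human MrgX1 HEK293 cell line | input = fifteen thousand cells per well | signal = kinetic calcium dye fluorescence, Fluo-4 NW | dosing = compound delivered in addition one of three | read-out = B-scored fluorescence response ratio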
# MrgX1 antagonist: blocks BAM8-22 activation of human MrgX1 receptor | AID 588676 | Q96LB2 | 1.3% of 310,000 active | B-score at 10 µM | MRGX1-HEK293 calcium flux, Fluo-4, BAM8-22 antagonism; active compounds read low;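 active = calcium-response B-score plate-corrected more than 3 library SD below zero, starting fluorescence within 5 deviations, no agonist response on first addition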;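 also: peak minus trough fluorescence over baseline after final BAM8-22 challenge near maximal dose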
# TRPC4 block: TRPC4 (mouse) channel inhibition | HEK293 TRPC4beta/mu-opioid, DAMGO-evoked Fluo4 calcium flux; active compounds read low | B-score at 10 µM | 0.39% of 300,000 active | AID 2247;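 active = B-score over 3 SD under the library average, no early fluorescence shift, positive overall ratio signal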
#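 Assay system: HEK293 cells with stable TRPC4beta plus mu-opioid receptor expression. Dosing: single dose. Measured by: Fluo4 Ca2+ flux fluorescence. Also added: DAMGO in two steps, submaximal then maximal. Read-out: B score from integrated Fluo4 fluorescence ratio.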
# MrgX1 PAM: allosterically activates human MrgX1 receptor signaling; B-score at 10 µM; 0.63% of 310,000 active; MrgX1-HEK293, Fluo-4 calcium flux, FDSS; active compounds read high; AID 588675; Q96LB2;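 active = plate-corrected calcium response at least 3 library SD above typical, normal starting fluorescence, not activating the receptor alone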;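 also: compound read alongside a low EC10 to EC30 dose of BAM8-22 agonist; peak minus trough fluorescence over baseline measured at the second addition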
# TRPC6 act: activates the mouse TRPC6 cation channel; HEK293-TRPC6 membrane potential dye fluorescence; active compounds read high; B-score at 10 µM; 0.13% of 310,000 active; AID 2550;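 active = B-score of the integrated fluorescence ratio above library mean plus 3 SD, and starting fluorescence ratio within library mean plus 5 SD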;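 also: higher score means more depolarization so channel activation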
# * marks the source's active call; other numbers are inactive results; i = inactive; / = no result given.
SMILES,RGS4 block,RGS4 act,TRPC6 inh,HIF activator,Platelet DG rel,SKKanGAS inh,MrgX1 ag,MrgX1 antagonist,TRPC4 block,MrgX1 PAM,TRPC6 act
CC(=O)N(Cc1cc(=O)[nH]c2ccccc12)c1cccc(C)c1,i,i,i,0.1,0.3,-9.5,i,i,i,i,i
Cc1ccc(-c2nc3ccccc3c(C(=O)NCc3cccs3)c2C)cc1,i,i,i,-0.3,-0.9,-1.7,i,i,i,i,i
CN1C(=O)C2(c3ccccc31)c1c(oc3ccccc3c1=O)C(=O)N2CCCO (stereo not drawn),i,i,i,-0.3,-0.5,8.6,i,i,i,i,i
Cc1ccc(CNC(=O)CS(=O)(=O)c2cn(CC(=O)N3CCOCC3)c3ccccc23)cc1,i,i,i,-0.1,-12.3,5.7,i,i,i,i,i
Brc1ccc2nc(-c3c[nH]c4ccccc34)cn2c1,i,i,-6.33*,5.4,6.1,-7.5,i,-5.35*,i,i,i
COc1ccc(Cc2nc(C)cc(Cl)n2)cc1[N+](=O)[O-],i,i,i,-0.2,-3.2,-1.6,i,i,i,i,i
Cn1c(=O)c2cn(Cc3ccc(Cl)cc3)cc2n(C)c1=O,i,i,i,0.0,1.2,-0.5,i,i,i,i,i
CCC(=O)c1ccccc1OCCCn1cncn1,i,i,i,0.1,0.5,2.4,i,i,i,i,i
Cc1ccnc(NC(=O)c2ccc(Br)s2)c1,i,i,i,0.7,28.9,-0.9,i,i,i,i,i
N#CC1C(=O)NC(N2CCN(c3ccccc3)CC2)=NC12CCCCC2 (stereo not drawn),i,i,i,0.0,4.9,-2.8,i,i,i,i,i
Cc1ccc(S(=O)(=O)/C(C#N)=C/c2c(N3CC(C)OC(C)C3)nc3c(C)cccn3c2=O)cc1 (stereo not drawn),i,i,i,-0.3,2.3,-2.5,i,i,i,i,i
Cc1cccc(CSC2=CS(=O)(=O)c3ccccc3N2)c1,i,i,i,0.1,-2.6,-1.5,i,i,i,i,i
CNC(=S)Nc1ccc([N+](=O)[O-])cc1,i,i,i,0.1,-0.7,3.8,i,i,i,i,i
COC(=O)c1ccc(COC(=O)C(CCS(C)(=O)=O)N2C(=O)c3ccccc3C2=O)cc1 (stereo not drawn),i,i,i,0.0,3.7,2.3,i,i,i,i,i
c1ccc(-n2cccc2CNC2CCCCC2)cc1,i,i,-6.91*,-0.3,0.8,-0.9,i,i,i,i,i
CC1(C)CC(=O)C=C(C(=O)N2CCCC(C(=O)c3cccc(C(F)(F)F)c3)C2)O1 (stereo not drawn),i,i,i,-0.3,-9.6,-12.2,i,i,i,i,i
CC(=O)Nc1cccc(NC(=O)c2cc3ccccc3o2)c1,i,i,i,2.1,18.0,0.4,i,i,i,i,i
COc1cccc(NC(=O)C2CCCO2)c1 (stereo not drawn),i,i,i,0.7,8.7,-1.6,i,i,i,i,i
CC(C)CNC(=O)CN1C(=O)NC(Cc2c[nH]c3ccccc23)C1=O (stereo not drawn),i,i,i,-0.3,0.4,-19.3,i,i,i,i,i
CCOc1c(Cl)cc(/C=C/C(=O)N(CC)CC(=O)Nc2ccc(NC(C)=O)cc2)cc1OC,i,i,i,-0.3,14.6,39.5,i,i,i,i,i
Cc1ccc(-n2cc(CNC(C)c3cnn(C)c3C)c(-c3ccc(F)cc3)n2)cc1 (stereo not drawn),i,i,i,0.4,-1.4,-4.7,i,i,i,i,i
CCS(=O)(=O)n1nc(-c2ccccc2)nc1NCc1ccco1,i,i,i,0.5,-0.8,3.1,i,i,i,i,i
O=C(O)c1ccc(N2C(=O)CCCC2=O)cc1,i,i,i,-0.1,-17.3,-9.5,i,i,i,i,i
CCOC(=O)c1ccccc1NC(=O)CN1C(=O)CCS(=O)(=O)c2ccccc21,i,i,i,0.1,-1.7,11.0,/,/,i,/,i
CCN(CC)S(=O)(=O)c1ccc(C(=O)NCC2CCCCC2)cc1,i,i,i,1.4,0.0,0.5,i,i,i,i,i
# New compounds follow:
SMILES,RGS4 block,RGS4 act,TRPC6 inh,HIF activator,Platelet DG rel,SKKanGAS inh,MrgX1 ag,MrgX1 antagonist,TRPC4 block,MrgX1 PAM,TRPC6 act
O=C(COn1nnc2ccc(C(F)(F)F)cc21)Nc1c(Cl)cccc1Cl,i,i,i,-0.3,4.1,1.9,i,i,i,i,i
Cc1cccc(/C(N)=N/OC(=O)COc2ccc(Cl)c(C)c2)c1,i,i,i,0.3,-7.2,7.1,i,i,i,i,i
COc1ccc(C(=O)NC(C)c2nc3ccccc3[nH]2)cc1OC (stereo not drawn),i,i,i,-0.1,1.3,10.7,/,/,i,/,i
OCCNC(=S)Nc1ccc2c(c1)OCCO2,i,i,i,0.1,-11.3,-4.4,i,i,i,i,i
Cc1c(NS(C)(=O)=O)cccc1-c1nc2cccnc2s1,i,i,i,0.4,-3.1,-4.8,i,i,i,i,i
Cc1ccc(NC(=O)Cn2cc(C(F)(F)F)cc(Cl)c2=O)cc1Cl,i,i,i,0.2,3.8,-11.3,i,i,i,i,i
O=C(Nc1cccc(Cl)c1N1CCOCC1)c1ccc(Br)o1,i,i,i,0.2,5.1,10.2,i,i,i,i,i
CSc1ccc(C(=O)C2CCCN(C(=O)CN3CCOC3=O)C2)cc1 (stereo not drawn),i,i,i,0.5,-9.1,2.0,i,i,i,i,i
Cc1cccc2c(=O)c(-c3ccc(Cl)cc3)c(NC(=O)c3ccco3)oc12,i,i,i,-0.4,-1.1,10.0,i,i,i,i,i
O=C(CCCOc1ccccc1)N1CCN(S(=O)(=O)c2ccc(Cl)cc2)CC1,i,i,i,0.1,21.1,-6.2,i,i,i,i,i
COc1cccc(-n2c(CN3CCN(c4ccc(C)cc4)C(C)C3)nc3ccc([N+](=O)[O-])cc3c2=O)c1 (stereo not drawn),i,i,i,-0.2,-6.2,8.6,i,i,i,i,i
Cn1ncc(N2CCN(S(=O)(=O)c3ccc(Br)cc3)CC2)c(Cl)c1=O,i,i,i,-0.2,-9.4,-12.0,i,i,i,i,i
COc1ccc([N+](=O)[O-])cc1NC(=O)CCSCCc1ccccn1,i,i,i,-0.3,3.5,-7.7,i,i,i,i,i
CCC(=O)c1ccc(OCC(=O)Nc2nc(-c3cccnc3)cs2)cc1,i,i,i,-0.1,-2.2,-13.1,i,i,i,i,i
CCOn1c(=O)c[n+]([O-])c2ccccc21,i,i,i,0.2,10.3,6.1,i,i,i,i,i
O=C(COc1ccccc1C(=O)NCC1CCCO1)Nc1ccc(Cl)cc1Cl (stereo not drawn),i,i,i,-0.5,-0.5,-5.2,i,i,i,i,i
O=C(NC1CCN(C(=O)N2c3ccccc3Sc3ccccc32)CC1)c1ccccc1F,i,i,i,/,4.4,17.0,i,i,i,i,i
Cc1ccc(C)c(OCC(=O)Nc2ccc(C(=O)O)cc2NC(=O)COc2cc(C)ccc2C)c1,i,i,i,0.2,-8.4,13.5,i,i,i,i,i
COc1cccc(OC)c1/C(O)=C(\C#N)c1nc2ccccc2[nH]1,i,i,i,-0.1,-1.7,15.0,i,i,i,i,i
CC(C)CCNC(=O)CCCc1ccccc1,i,i,i,-0.2,1.8,8.2,i,i,i,i,i
O=C(c1ccco1)N1CCN(CC(O)COc2ccc(Br)cc2)CC1 (stereo not drawn),i,i,i,0.1,-6.9,-2.6,i,i,i,i,i
Cc1cc(Cl)ccc1OCCCC(=O)NNC(=O)c1ccccc1O,i,i,i,-0.6,-2.5,101.5*,i,i,i,i,i
O=C(Nc1ccccc1N1CCCCC1)c1cc(S(=O)(=O)N2CCOCC2)ccc1Cl,i,i,i,-0.7,0.9,5.5,i,i,i,i,i
Cc1ccc(NC(=O)CNC(=O)c2cccc(C)c2)nc1,i,i,i,0.0,-16.1,3.0,i,i,i,i,i
COC(=O)c1ccc(NC(=O)c2cccc(NC(=O)c3ccco3)c2)cc1,i,i,i,-0.5,-4.9,-6.1,i,i,i,i,i
# (list continues)
SMILES,RGS4 block,RGS4 act,TRPC6 inh,HIF activator,Platelet DG rel,SKKanGAS inh,MrgX1 ag,MrgX1 antagonist,TRPC4 block,MrgX1 PAM,TRPC6 act
COC(=O)Cn1c(=NC(=O)C(C)(C)C)sc2c(C)cc(C)cc21,i,i,i,0.1,0.8,-1.5,i,i,i,i,i
Cc1ccc(OCc2nnc(SCC(=O)c3cccc([N+](=O)[O-])c3)n2C)cc1,i,i,i,/,11.6,1.6,i,i,i,i,i
Cc1ccc(-c2cc(-c3ccccc3[N+](=O)[O-])[nH]n2)c(O)c1,i,i,i,2.7,8.4,3.9,i,i,i,i,i
Cc1ccc(-c2ccc(=O)n(CC(=O)N3CCN(c4cccc(C)c4)C(C)C3)n2)cc1 (stereo not drawn),i,i,i,0.1,-3.1,3.7,i,i,i,i,i
Cc1ccccc1-c1noc(-c2ccccc2C(=O)O)n1,i,i,i,1.6,-2.3,-1.0,i,i,i,i,i
CC(C)(C)c1cc(C(C)(C)C)n(-c2ccccc2)n1,i,i,i,0.8,11.4,5.5,i,i,i,i,i
N#CCCN(Cc1cccnc1)C(=O)c1sc2cc(F)ccc2c1Cl,i,i,i,0.0,-4.8,-0.6,i,i,i,i,i
CCN1/C(=C/C(=S)Nc2ccccc2)Sc2ccccc21,i,i,i,1.3,7.1,2.3,i,i,i,i,i
CC(C)Cc1nnc(NC(=O)c2cc([N+](=O)[O-])ccc2N2CCOCC2)s1,i,i,-5.22*,-0.2,0.6,-4.6,i,i,i,i,i
Cc1cccc(N2CCN(C(=O)c3ccc4c(c3)OCCO4)CC2C)c1 (stereo not drawn),i,i,i,0.2,-0.6,-5.2,i,i,i,i,i
CC(C)COc1cc(=O)[nH]c(SCC(C)C)n1,i,i,i,-1.3,-3.1,-0.1,i,i,i,i,i
Cc1ccc(CSCCNS(=O)(=O)c2ccccc2)cc1,i,i,i,-0.8,5.1,-16.3,i,i,i,i,i
CC1CCN(C(=O)Cn2nnc(-c3cccs3)n2)CC1,i,i,i,2.2,3.4,-0.9,i,i,i,i,i
OC(COc1cccc2ccccc12)CN1CCN(c2ccccn2)CC1 (stereo not drawn),i,i,i,-35.5,0.9,13.1,i,i,i,i,i
COc1ccccc1-c1nnc(SCC(=O)NC2CCS(=O)(=O)C2)n1N (stereo not drawn),i,i,i,-1.1,-2.0,9.5,i,i,i,i,i
O=C(NC(=S)Nc1ccccc1N1CCOCC1)c1ccc(-c2cccc(Cl)c2)o1,i,i,i,0.3,-58.9,13.8,i,i,i,i,i
Cc1ccc(S(=O)(=O)N(C)C)cc1-n1c(SCC(=O)Nc2ccc(F)cc2Cl)nc2ccccc2c1=O,i,i,i,-0.5,10.8,18.8,i,i,i,i,i
